# High-throughput results (PubChem BioAssay)
# HMGR II inh = blocks class II HMG-CoA reductase of Enterococcus faecalis; hit rate 0.41% among 190,000; inhibition, % at 10 µM; purified E. faecalis HMGR, NADPH absorbance 340 nm kinetic;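 active = inhibition above a set limit, the median over all tested compounds plus 3 SD, cut at about 9.5% in these data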;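 note: enzyme runs in reverse so mevalonate oxidation gives rising NADPH absorbance; 0% = complete reaction with DMSO and 100% = background rate lacking mevalonate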
# APP 5'UTR act = APP 5'UTR luciferase reporter activation; SH-SY5Y APP 5'UTR luciferase reporter, luminescence; zero percent = DMSO vehicle wells; activation, % at 2 µM; hit rate 1% among 190,000; AID 1276;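 active = activation above a set limit, based on mean plus 3 SD of controls, cut at about 140% in these data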; note: values of inactives mirror those of a sister screen read the other way
# STAT1 activator = STAT1 signaling activation. hit rate 2.6% among 200,000. NIH 3T3 STAT1-luciferase reporter, IFN-gamma, luminescence; 100% = IFN-gamma alone, no compound. AID 932. activation (% of control), % at 5.5 µM;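 active = activation above the screen-wide mean activation plus 3 SD, cut at about 130% in these data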;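 note: raw ratio to IFN-gamma control signal so 100% means no change and 0% no light; values of inactives mirror those of a sister screen read the other way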
# FLuc stim CS = firefly luciferase counter-screen for stimulation assays. activation factor at 10 µM. AID 1027. ATPlite luciferase biochemical, luminescence, 10 min; 0 = ATP-free wells, 1 = DMSO control. P08659. 200,000 tested, under 10 active;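 active = luciferase activation factor, scaled between plate controls, of at least 2 with compound at 10 µM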
# Target sequence (P08659 whole entry, looked up): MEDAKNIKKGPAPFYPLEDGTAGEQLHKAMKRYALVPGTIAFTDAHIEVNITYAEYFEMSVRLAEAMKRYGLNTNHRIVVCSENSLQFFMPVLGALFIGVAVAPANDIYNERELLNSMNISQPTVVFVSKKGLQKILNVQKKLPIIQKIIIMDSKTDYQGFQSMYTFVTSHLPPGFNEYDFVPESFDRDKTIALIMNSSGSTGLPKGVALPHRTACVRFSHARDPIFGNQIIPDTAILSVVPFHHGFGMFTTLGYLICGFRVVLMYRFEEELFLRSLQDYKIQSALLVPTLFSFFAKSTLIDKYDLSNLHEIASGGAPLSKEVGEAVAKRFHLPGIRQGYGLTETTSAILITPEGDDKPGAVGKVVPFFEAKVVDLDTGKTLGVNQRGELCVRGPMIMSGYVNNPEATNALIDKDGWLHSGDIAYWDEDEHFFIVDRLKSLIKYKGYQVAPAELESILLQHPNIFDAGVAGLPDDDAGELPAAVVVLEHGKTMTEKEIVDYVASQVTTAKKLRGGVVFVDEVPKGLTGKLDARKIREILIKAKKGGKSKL
#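 Assay system – cell-free luciferase reagent · Medium – PBS-based ATP solution · Dosing – test compounds dosed from 2 mM stocks in 100% DMSO · Timing – 10 min, room temperature · Technique – light output (luminescence) · Measure – luminescence gain marking luciferase activators · Controls – No-ATP low control, compound-free enzyme-plus-ATP high control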
# FLuc inh counter = inhibits firefly luciferase, flagging false hits in luciferase inhibition screens; hit rate 1.5% among 200,000; AID 1006; ATPLite firefly luciferase biochemical luminescence, 10 min; P08659; inhibition, % at 10 µM;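 active = inhibition above about 50% when tested at 10 µM, limit read from the data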
# Hsp70 activator = Hsp70 transcriptional activation, primary screen; hit rate 0.04% among 200,000; activation, % at 10 µM; HeLa Hsp70 promoter luciferase reporter, luminescence; scaled: vehicle 0, proteasome-inhibitor control 100%;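 active = activation above the mean across all tested compounds plus 3 SD, cutoff set per campaign, cut at about 5.5% in these data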;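 note: 100% = MG132 at 30 µM as the positive control and 0% = DMSO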
# APP transl inh = APP translation inhibition. hit rate 0.82% among 190,000. inhibition, % at 2 µM. SH-SY5Y APP 5'UTR-luciferase reporter, luminescence;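 active = inhibition above a set limit, derived from the sample mean plus 3 SD, cut at about 45% in these data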; note: values of inactives mirror those of a sister screen read the other way
# G6PDH counter = counter-screen for G6PDH assay hits: L. mesenteroides G6PDH inhibition. Purified L. mesenteroides G6PDH, diaphorase/resazurin coupled fluorescence, 45 min. inhibition, % at 5 µM. hit rate 0.12% among 200,000. AID 1020; in the data active = inhibition above about 50%
# Redox H2O2 prof = compounds producing H2O2 with reducing agent – biochemical, NIH compound library profiling, artefact control for MLSCN library redox annotation, primary screen | DTT-dependent redox cycling H2O2, phenol red/HRP absorbance; 100% = 100 µM peroxide control, 0% = buffer | hit rate 0.03% among 200,000 | activation, % at 10 µM;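 active = activation of at least 50% relative to the plate's high and low controls in the primary single-dose screen; inactive = activation below 50%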;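 note: compound incubated with DTT at 0.8 mM final as the reducing agent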
# NF-kB neuron act = raises NF-kB expression in human neuronal cells. NF-kB reporter expression; active compounds read high. fold change at 12.5 µM. hit rate 1.6% among 190,000. AID 1239; in the data active = fold change above about 3.3
# * marks the source's active call; other numbers are inactive results; . = not tested or not shown.
# The opening twelve records (preview)
1: COc1ccc(OCC(=O)O/N=C(\N)c2ccc(OC)c(OC)c2)cc1
2: O=C(Nc1nnc(-c2ccc3c(c2)CCCC3)o1)c1ccc(Cl)cc1Cl
3: Cn1c(Cc2cccc3ccccc23)nnc1SCC(=O)N1CCN(c2cccc(Cl)c2)CC1
4: COCCNC(=O)NC(=O)COC(=O)c1cc([N+](=O)[O-])ccc1Sc1nc(C)cs1
5: O=C(CNC(=O)Cc1ccccc1)NCC(=O)OCC(=O)c1ccc(F)cc1
6: CC(=O)c1ccc(N2CCN(CC(O)COCc3ccco3)CC2)cc1 (centres undefined)
7: CCc1nnc(NC(=O)CSc2nnc(Cc3ccccc3)n2Cc2ccccc2)s1
8: COc1ccc(OC)c(NC(=O)c2cccc(C)c2[N+](=O)[O-])c1
9: N=C1C(c2ccccc2)=C(O)CN1c1cccc(S(=O)(=O)Nc2cccc(C(F)(F)F)c2)c1
10: Nc1ncnc2nc(SCC(=O)N3CCN(c4ccccc4)CC3)[nH]c12
screen / no.,1,2,3,4,5,6,7,8,9,10
HMGR II inh,-4,-10,1,-2,2,-3,-2,-3,-2,2
APP 5'UTR act,-16,-15,-12,-5,13,-4,4,2,-6,1
STAT1 activator,95,100,96,94,101,95,100,100,108,99
FLuc stim CS,1,1,1.1,1.1,1,1,1,1,1,0.9
FLuc inh counter,-4,-3,-7,-8,-1,-4,-4,-4,-5,6
Hsp70 activator,0.0,-0.2,-0.2,-0.3,-0.3,1.1,-0.1,-0.2,-0.3,0.0
APP transl inh,16,15,12,4,-13,4,-4,-2,6,-1
G6PDH counter,12,-17,-2,1,10,2,3,27,9,-10
Redox H2O2 prof,0.2,-1.6,-0.2,1.3,-0.3,-0.4,0.8,0.1,-0.1,2.8
NF-kB neuron act,1,0.87,0.81,0.79,1.2,.,1.1,0.97,0.79,0.93

11: CCOC(=O)CC(=O)NC(CC(=O)OC)c1ccc(Br)cc1 (centres undefined)
12: Cc1cc(=O)[nH]c(N2CCc3ccccc3C2)n1
screen / no.,11,12
HMGR II inh,-8,-3
APP 5'UTR act,-17,4
STAT1 activator,98,99
FLuc stim CS,1,1
FLuc inh counter,-2,-4
Hsp70 activator,-0.3,0.1
APP transl inh,17,-4
G6PDH counter,5,-2
Redox H2O2 prof,-0.5,0.1
NF-kB neuron act,1.4,0.97

# The whole of this part (from the top)
1: COc1ccc(OCC(=O)O/N=C(\N)c2ccc(OC)c(OC)c2)cc1
2: O=C(Nc1nnc(-c2ccc3c(c2)CCCC3)o1)c1ccc(Cl)cc1Cl
3: Cn1c(Cc2cccc3ccccc23)nnc1SCC(=O)N1CCN(c2cccc(Cl)c2)CC1
4: COCCNC(=O)NC(=O)COC(=O)c1cc([N+](=O)[O-])ccc1Sc1nc(C)cs1
5: O=C(CNC(=O)Cc1ccccc1)NCC(=O)OCC(=O)c1ccc(F)cc1
6: CC(=O)c1ccc(N2CCN(CC(O)COCc3ccco3)CC2)cc1 (centres undefined)
7: CCc1nnc(NC(=O)CSc2nnc(Cc3ccccc3)n2Cc2ccccc2)s1
8: COc1ccc(OC)c(NC(=O)c2cccc(C)c2[N+](=O)[O-])c1
screen / no.,1,2,3,4,5,6,7,8
HMGR II inh,-4,-10,1,-2,2,-3,-2,-3
APP 5'UTR act,-16,-15,-12,-5,13,-4,4,2
STAT1 activator,95,100,96,94,101,95,100,100
FLuc stim CS,1,1,1.1,1.1,1,1,1,1
FLuc inh counter,-4,-3,-7,-8,-1,-4,-4,-4
Hsp70 activator,0.0,-0.2,-0.2,-0.3,-0.3,1.1,-0.1,-0.2
APP transl inh,16,15,12,4,-13,4,-4,-2
G6PDH counter,12,-17,-2,1,10,2,3,27
Redox H2O2 prof,0.2,-1.6,-0.2,1.3,-0.3,-0.4,0.8,0.1
NF-kB neuron act,1,0.87,0.81,0.79,1.2,.,1.1,0.97

9: N=C1C(c2ccccc2)=C(O)CN1c1cccc(S(=O)(=O)Nc2cccc(C(F)(F)F)c2)c1
10: Nc1ncnc2nc(SCC(=O)N3CCN(c4ccccc4)CC3)[nH]c12
11: CCOC(=O)CC(=O)NC(CC(=O)OC)c1ccc(Br)cc1 (centres undefined)
12: Cc1cc(=O)[nH]c(N2CCc3ccccc3C2)n1
13: CCN(C(=O)Cn1c(=O)n(-c2cc(OC)c(OC)c(OC)c2)c(=O)c2ccccc21)c1cccc(C)c1
14: O=C(CN(CC1CCCO1)C(=O)CCC(=O)Nc1nccs1)NCc1ccc2c(c1)OCO2 (centres undefined)
15: N#CC1(c2ccccc2)CCC(=NO)CC1 (centres undefined)
16: O=C1CC(=C(c2ccccc2)c2ccccc2)C(=O)N1CCCCN1CCN(c2ccccc2)CC1
screen / no.,9,10,11,12,13,14,15,16
HMGR II inh,-2,2,-8,-3,4,-7,-3,-6
APP 5'UTR act,-6,1,-17,4,-4,8,1,-37
STAT1 activator,108,99,98,99,96,99,92,93
FLuc stim CS,1,0.9,1,1,1.1,1,1,1
FLuc inh counter,-5,6,-2,-4,-6,-4,-3,0
Hsp70 activator,-0.3,0.0,-0.3,0.1,-0.2,0.1,-0.3,-0.3
APP transl inh,6,-1,17,-4,4,-8,0,38
G6PDH counter,9,-10,5,-2,8,0,16,-3
Redox H2O2 prof,-0.1,2.8,-0.5,0.1,0.0,0.0,0.1,0.0
NF-kB neuron act,0.79,0.93,1.4,0.97,1.7,1,1.2,0.9

17: CCOC(=O)c1c(N)sc(C(=O)N(C)C)c1C
18: O=C(NC(=S)NCCc1ccccn1)c1ccccc1
19: COc1cc(CNCCNC(=O)c2nonc2N)ccc1OCc1ccc(Cl)cc1
20: O=C(CSc1nc2scc(-c3ccco3)c2c(=O)n1-c1ccccc1)NCC1CCCO1 (centres undefined)
21: COc1cccc(C(=O)Nc2ccccc2)c1
22: COc1cc(NC(=O)COC(=O)[C@@H]2CCCN2S(=O)(=O)c2ccc(Cl)cc2)cc(OC)c1OC
23: N#C/C(=C(/O)CN1C(=O)c2ccccc2C1=O)c1nc2ccccc2[nH]1
24: Cc1ccc(N2CCN(C(=O)N3CCCC3)CC2)cc1Cl
screen / no.,17,18,19,20,21,22,23,24
HMGR II inh,2,-2,1,0,-2,-2,-1,-5
APP 5'UTR act,0,13,-3,-23,45,-2,6,5
STAT1 activator,104,116,100,106,117,104,100,85
FLuc stim CS,1.1,1,1,1,0.8,1.1,1.1,1
FLuc inh counter,-6,4,-4,-3,17,-6,-5,-1
Hsp70 activator,-0.3,-0.1,-0.2,0.0,0.1,-0.3,-0.3,0.0
APP transl inh,0,-12,3,23,-45,2,-6,-5
G6PDH counter,4,3,13,4,2,5,4,-7
Redox H2O2 prof,2.4,0.3,0.1,0.2,1.7,-6.6,3.2,1.5
NF-kB neuron act,1.5,2.4,1.1,1,2,1.1,1,0.81

25: CN(Cc1cnccn1)Cc1nc(Cc2ccccc2F)no1
26: c1ccc(CCn2nnnc2C(c2cccs2)N2CCOCC2)cc1 (centres undefined)
27: Cc1ccc(C2(C)NC(=O)N(CC(=O)c3ccc(Cl)s3)C2=O)cc1 (centres undefined)
28: COc1ccc(C2=NN(C(=O)c3cccnc3)C(c3ccccc3)C2)cc1 (centres undefined)
29: O=C(c1ccco1)N1CCN(C(c2coc3ccc(Cl)cc3c2=O)c2nnnn2C2CCCC2)CC1 (centres undefined)
30: C[C@@H](C(=O)O)[C@@H]1C[C@@]1(C)[C@@H](NC(=O)OCc1ccccc1)c1ccccc1
31: CCCS(=O)(=O)N1CCCC(C(=O)N2CCC(Cc3ccccc3)CC2)C1 (centres undefined)
32: CN1CCN(c2nc(-c3cccnc3)nc3scc(-c4ccccc4)c23)CC1
screen / no.,25,26,27,28,29,30,31,32
HMGR II inh,-2,1,-5,-1,.,-7,-3,-1
APP 5'UTR act,7,.,0,15,-3,-3,3,3
STAT1 activator,113,.,87,92,102,111,100,96
FLuc stim CS,1,1.1,1,1,.,1,1.1,1.1
FLuc inh counter,-5,-8,-3,1,.,1,-6,-6
Hsp70 activator,0.9,.,-0.3,-0.5,-0.1,-0.4,0.3,0.1
APP transl inh,-7,.,0,-15,3,3,-3,-3
G6PDH counter,14,-4,4,-6,.,21,-6,-3
Redox H2O2 prof,0.8,.,-0.7,0.3,0.7,0.6,-1.0,0.0
NF-kB neuron act,0.94,1.1,1.1,1.1,.,1.1,0.95,0.84

33: CC(C)=CCCC1=CCC(/C=N/NC(N)=O)C(C)C1 (centres undefined)
34: COC(=O)CN(Cc1ccco1)S(=O)(=O)c1ccccc1
35: COc1ccccc1N1CC(C)C(=O)NC1=S (centres undefined)
36: CSc1nc(Cl)c(Cc2ccc(OC(C)C)cc2)c(N2CCOCC2)n1
37: CCCN1CCC(N2CCN(c3cccc(C(F)(F)F)c3)CC2)CC1
38: COc1cc(C)c(C)cc1S(=O)(=O)N1CCN(Cc2ccccc2)CC1
39: Cc1ccc(S(=O)(=O)NC(=NC(C)C)c2ccccc2)cc1
40: O=C1c2ccccc2C(=O)N1C/C=C/CN1C(=O)c2ccccc2C1=O
41: CCS(=O)(=O)c1nc(S(=O)(=O)c2ccc(Cl)cc2)c(NCc2ccco2)s1
screen / no.,33,34,35,36,37,38,39,40,41
HMGR II inh,0,1,3,-4,-3,-7,-1,1,-9
APP 5'UTR act,-30,7,2,15,-2,19,16,0,9
STAT1 activator,85,98,97,92,89,98,99,100,92
FLuc stim CS,1,1,1,1,1.1,1,1.1,1.1,1
FLuc inh counter,-1,-4,1,-1,-6,-4,-6,-6,0
Hsp70 activator,-0.1,-0.1,-0.4,-0.3,-0.3,-0.1,-0.1,-0.2,-0.2
APP transl inh,30,-7,-2,-15,2,-19,-16,0,-9
G6PDH counter,15,-6,-6,2,1,11,12,-18,-10
Redox H2O2 prof,-0.7,-0.2,-0.2,-9.1,-6.7,-3.0,-0.4,-3.2,0.4
NF-kB neuron act,1.1,1.1,0.89,1.2,0.66,1.2,.,1.1,0.97
